PAFAH1B2 inh – inhibitors of human PAFAH1B2. P68402. recombinant PAFAH1B2, FP-rhodamine activity probe, fluorescence polarization. inhibition, % at 3.39 µM. 340,000 tested, 1.2% active. AID 492953;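 active = inhibition above the mean of all tested compounds plus 3 SD, cut at about 24% in these data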;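 also: 0% = enzyme with DMSO and 100% = wells lacking PAFAH1B2; many of its hits are not listed in these tables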
Target sequence (P68402 whole entry, looked up): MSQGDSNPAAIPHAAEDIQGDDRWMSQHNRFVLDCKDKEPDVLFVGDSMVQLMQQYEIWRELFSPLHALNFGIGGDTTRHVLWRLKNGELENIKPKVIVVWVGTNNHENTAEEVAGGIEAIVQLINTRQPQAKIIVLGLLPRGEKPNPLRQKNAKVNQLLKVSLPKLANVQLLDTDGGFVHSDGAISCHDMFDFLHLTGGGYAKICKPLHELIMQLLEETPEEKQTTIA
PREPL inh – human PREPL enzyme inhibition; Q4J6C6; AID 2751; recombinant PREPL, fluorescence polarization activity-based probe; 320,000 tested, 0.68% active; inhibition, % at 5.96 µM; in the data active = inhibition above about 43%;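 also: 0% = enzyme with DMSO and 100% = wells lacking enzyme; many of its hits are not listed in these tables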
LYPLA1 counter – LYPLA1 (human) inhibition in PME1 counter-screen; O75608; 320,000 tested, 0.16% active; inhibition, % at 5.9 µM; recombinant LYPLA1, FP-Rh probe fluorescence polarization;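 active = inhibition above the mean of all tested compounds plus 3 SD, set per campaign, cut at about 14% in these data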;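 also: inhibitors block serine hydrolase probe labeling of LYPLA1 so polarization falls; 0% = enzyme with DMSO and 100% = wells lacking LYPLA1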
Target sequence (O75608 whole entry, looked up): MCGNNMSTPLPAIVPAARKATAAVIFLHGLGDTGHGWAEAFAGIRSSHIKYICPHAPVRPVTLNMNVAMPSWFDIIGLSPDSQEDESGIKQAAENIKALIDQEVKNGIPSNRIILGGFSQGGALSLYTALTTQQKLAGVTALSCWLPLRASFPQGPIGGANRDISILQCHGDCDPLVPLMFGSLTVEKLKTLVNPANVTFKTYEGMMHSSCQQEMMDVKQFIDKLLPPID
PAFAH1B3 FP inh – blocks human PAF acetylhydrolase 1B catalytic subunit 3; Q15102; recombinant PAFAH1B3, FP-rhodamine probe, fluorescence polarization; inhibition, % at 3.39 µM; 340,000 tested, 0.28% active;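 active = inhibition above the screen-wide average of all tested compounds plus 3 SD, cut at about 25% in these data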;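 also: 0% = enzyme with DMSO only and 100% = wells lacking PAFAH1B3 protein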
Target sequence (Q15102 whole entry, looked up): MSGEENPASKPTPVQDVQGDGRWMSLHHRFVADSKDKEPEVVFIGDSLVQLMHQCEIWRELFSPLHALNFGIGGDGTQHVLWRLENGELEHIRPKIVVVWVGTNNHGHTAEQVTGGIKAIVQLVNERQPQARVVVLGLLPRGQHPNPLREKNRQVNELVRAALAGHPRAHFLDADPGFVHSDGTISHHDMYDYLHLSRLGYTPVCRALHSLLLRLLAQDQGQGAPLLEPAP
PAFAH2 inh – PAFAH2 (human) inhibition | Q99487 | recombinant PAFAH2, FP-rhodamine activity probe, fluorescence polarization | inhibition, % at 3.39 µM | 340,000 tested, 0.99% active | AID 492956;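 active = inhibition above the mean over all tested compounds plus 3 SD, cut at about 30% in these data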;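 also: inhibitors block probe labeling of enzyme so polarization drops; 0% = enzyme with DMSO and 100% = wells lacking PAFAH2 protein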
GSTO1 inh – GSTO1 inhibition, counter-screen for RBBP9 inhibitors; 300,000 tested, 1.1% active; AID 1974; inhibition, % at 5.96 µM; recombinant GSTO1, activity-based probe fluorescence polarization;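 active = inhibition above the campaign mean inhibition plus 3 SD, cut at about 35% in these data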;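 also: 0% = GSTO1-1 with DMSO and 100% = wells lacking GSTO1-1 enzyme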
Target sequence (P78417 whole entry, looked up): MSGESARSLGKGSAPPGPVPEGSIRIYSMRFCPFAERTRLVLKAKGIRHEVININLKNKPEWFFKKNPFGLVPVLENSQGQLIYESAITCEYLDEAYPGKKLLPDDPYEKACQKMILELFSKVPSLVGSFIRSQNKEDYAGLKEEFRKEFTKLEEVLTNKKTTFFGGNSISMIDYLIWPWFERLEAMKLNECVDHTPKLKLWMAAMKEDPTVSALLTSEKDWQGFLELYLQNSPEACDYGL
PAD4 inh – inhibitors of human PAD4 | inhibition, % at 6.36 µM | Q9UM07 | 330,000 tested, 0.41% active | recombinant PAD4, RCA probe fluorescence polarization;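 active = percent inhibition above a cutoff equal to the mean of all tested compounds plus 3 SD, cut at about 15% in these data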;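 also: 0% = PAD4 with RCA probe and DMSO and 100% = probe without PAD4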
LYPLA2 counter – counter-screen for PME1 inhibitors: inhibitors of human LYPLA2; recombinant LYPLA2, FP-Rh probe fluorescence polarization; inhibition, % at 5.9 µM; 320,000 tested, 0.38% active;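 active = inhibition above the screen-wide mean plus 3 SD, limit set per campaign, cut at about 26% in these data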;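 also: 0% = LYPLA2 with DMSO and 100% = wells lacking LYPLA2 enzyme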
pPAFAH FP inh – pPAFAH (human) enzyme inhibition; Q13093; recombinant pPAFAH, FP-rhodamine probe fluorescence polarization; inhibition, % at 3.39 µM; 330,000 tested, 1.5% active; AID 463082;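 active = inhibition above the mean inhibition across the screen plus 3 SD, cut at about 25% in these data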;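 also: inhibitors block binding of the rhodamine activity-based probe so polarization drops; 0% = enzyme with DMSO and 100% = wells lacking pPAFAH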
* = called active by the depositor.

Cc1cc(C(=O)Nc2sc3c(c2C#N)CCC3)no1 was read as PAFAH1B2 inh 3.0, PREPL inh 12.9, LYPLA1 counter 0.3, PAFAH1B3 FP inh 14.0, PAFAH2 inh 8.8, GSTO1 inh 4.5, PAD4 inh 1.5, LYPLA2 counter 1.3 and pPAFAH FP inh 12.3.
Screening Cc1ccc(-c2nnc3ccc(SCC(=O)NCc4ccco4)nn23)cc1 returned PAFAH1B2 inh 2.7, PREPL inh 10.1, LYPLA1 counter -3.3, PAFAH1B3 FP inh 6.7, PAFAH2 inh 3.1, GSTO1 inh 0.0, PAD4 inh -3.6, LYPLA2 counter -2.2 and pPAFAH FP inh -2.1.
For Cc1c(C(=O)NCC2CCCO2)oc2ccc(S(=O)(=O)N3CCCC3)cc12 (centres undefined) the results were PAFAH1B2 inh -4.4, PREPL inh -11.9, LYPLA1 counter -2.2, PAFAH1B3 FP inh -8.8, PAFAH2 inh -3.5, GSTO1 inh 0.5, PAD4 inh -2.1, LYPLA2 counter 5.9 and pPAFAH FP inh 5.6.
CCOC12NC(=O)CC(=O)N1C(c1ccccc1)=CS2 (centres undefined) was read as PAFAH1B2 inh 0.2, PREPL inh -1.9, LYPLA1 counter -3.1, PAFAH1B3 FP inh 6.3, PAFAH2 inh 7.8, GSTO1 inh -8.6, PAD4 inh -5.6, LYPLA2 counter -6.0 and pPAFAH FP inh -10.1.
For CC(C)NC(=O)/C(=C\c1cccc([N+](=O)[O-])c1)NC(=O)c1ccccc1 the results were PAFAH1B2 inh 3.8, PREPL inh -0.5, LYPLA1 counter 4.2, PAFAH1B3 FP inh 3.0, PAFAH2 inh -9.3, GSTO1 inh 3.6, PAD4 inh 6.7, LYPLA2 counter 4.2 and pPAFAH FP inh 1.2.
Cc1ccc(NC(=O)CN2CCc3cc4c(cc3C2C)OCCCO4)cc1 (centres undefined) was read as PAFAH1B2 inh -4.6, PREPL inh 2.4, LYPLA1 counter -4.7, PAFAH1B3 FP inh -5.0, PAFAH2 inh -0.6, GSTO1 inh 1.1, PAD4 inh 2.4, LYPLA2 counter 5.1 and pPAFAH FP inh -0.8.
For O=C(C[n+]1ccccc1)N/N=C/c1cc(Br)ccc1F the results were PAFAH1B2 inh -0.7, PREPL inh 11.7, LYPLA1 counter 3.1, PAFAH1B3 FP inh 12.4, PAFAH2 inh -12.1, PAD4 inh 0.3, LYPLA2 counter 9.1 and pPAFAH FP inh 0.1.
`CC1(C2CC2)NC(=O)NC1=O` (centres undefined) gave PAFAH1B2 inh 1.3, PREPL inh 7.2, LYPLA1 counter -4.4, PAFAH1B3 FP inh 2.5, PAFAH2 inh -6.3, GSTO1 inh 7.2, PAD4 inh 1.8, LYPLA2 counter 2.1 and pPAFAH FP inh -1.4.
`CC1(C)C(=O)Nc2ccccc2N1C(=O)CSc1ncccn1` gave PAFAH1B2 inh 0.7, PREPL inh 0.3, LYPLA1 counter -2.0, PAFAH1B3 FP inh 5.4, PAFAH2 inh 0.5, GSTO1 inh 11.8, PAD4 inh -1.4, LYPLA2 counter -2.8 and pPAFAH FP inh 8.4.
For COc1cc(/C=C2\CCc3c2nc2ccccc2c3C(=O)O)cc(OC)c1OC the results were PAFAH1B2 inh -1.4, PREPL inh 5.0, LYPLA1 counter -4.8, PAFAH1B3 FP inh 11.0, PAFAH2 inh 17.7, GSTO1 inh 35.1*, PAD4 inh 3.5, LYPLA2 counter 2.8 and pPAFAH FP inh 31.6*.
Screening O=C(O)c1cccc(Cn2c(Cl)c(/C=N/NC(=O)c3ccco3)sc2=O)c1 returned PAFAH1B2 inh 2.1, PREPL inh -3.7, LYPLA1 counter 1.7, PAFAH1B3 FP inh -1.3, PAFAH2 inh 4.8, GSTO1 inh -7.5, PAD4 inh -2.5, LYPLA2 counter 4.0 and pPAFAH FP inh 3.9.
`COc1ccc(NC(=O)C2(S(=O)(=O)c3ccc(C)cc3)CC2)cc1` gave PAFAH1B2 inh 3.7, PREPL inh 7.3, LYPLA1 counter 0.1, PAFAH1B3 FP inh -2.4, PAFAH2 inh -2.0, GSTO1 inh 3.0, PAD4 inh 0.5, LYPLA2 counter 1.7 and pPAFAH FP inh 2.0.
`O=C(NC(=S)NCc1ccco1)c1ccc([N+](=O)[O-])cc1` gave PAFAH1B2 inh 5.1, PREPL inh 20.6, PAFAH1B3 FP inh 6.5, PAFAH2 inh 2.1, PAD4 inh -4.9 and pPAFAH FP inh 4.2.
COCC(C)NC(C(=O)Nc1ccc(C)c(Cl)c1)c1ccccc1 (centres undefined) was read as PAFAH1B2 inh 0.2, PREPL inh 5.7, LYPLA1 counter -2.7, PAFAH1B3 FP inh 3.4, PAFAH2 inh -5.4, GSTO1 inh 1.4, PAD4 inh -4.5, LYPLA2 counter -4.0 and pPAFAH FP inh 4.5.
For COc1ccc(C(=O)Oc2cc(/C=N/NC(N)=S)ccc2OC)cc1 the results were PAFAH1B2 inh 4.8, PREPL inh 34.9, LYPLA1 counter 0.1, PAFAH1B3 FP inh 16.6, PAFAH2 inh -4.0, GSTO1 inh 0.4, PAD4 inh 3.0, LYPLA2 counter 3.4 and pPAFAH FP inh -0.5.
`CCc1noc(C)c1C(=O)N1CCOCC1` gave PAFAH1B2 inh -0.7, PREPL inh 8.5, LYPLA1 counter 2.3, PAFAH1B3 FP inh -1.9, PAFAH2 inh -1.6, GSTO1 inh -2.2, PAD4 inh 0.1, LYPLA2 counter 3.6 and pPAFAH FP inh 6.1.
`COc1cccc(CC2(CO)CCCN(Cc3ccc(CO)o3)C2)c1` (centres undefined) gave PAFAH1B2 inh 4.8, PREPL inh 19.5, LYPLA1 counter 2.5, PAFAH1B3 FP inh -3.8, PAFAH2 inh -2.3, GSTO1 inh 5.8, PAD4 inh 3.2, LYPLA2 counter 1.5 and pPAFAH FP inh -1.5.
Screening Cc1nc(NC(=O)COC(=O)/C=C/c2ccco2)c(Cl)cc1Cl returned PAFAH1B2 inh 0.0, PREPL inh 21.9, LYPLA1 counter 0.3, PAFAH1B3 FP inh 2.8, PAFAH2 inh 35.0*, PAD4 inh 5.3, LYPLA2 counter 2.0 and pPAFAH FP inh 13.0.
CC(=O)Nc1ccc(Oc2nc(C(F)(F)F)nc3ccccc23)cc1 was read as PAFAH1B2 inh -1.3, PREPL inh 2.8, LYPLA1 counter -0.8, PAFAH1B3 FP inh 4.1, PAFAH2 inh -0.3, GSTO1 inh 2.5, PAD4 inh 1.8, LYPLA2 counter -5.6 and pPAFAH FP inh 5.8.
`Cc1cc(NC(=O)c2cc(CC(C)C)on2)no1` gave PAFAH1B2 inh 2.3, PREPL inh 7.1, LYPLA1 counter -2.4, PAFAH1B3 FP inh -2.6, PAFAH2 inh 6.5, GSTO1 inh -1.9, PAD4 inh 0.3, LYPLA2 counter -7.1 and pPAFAH FP inh -3.0.
Screening O=[N+]([O-])c1cc(/C=N/N/C(=N/c2ccccn2)c2ccccn2)ccc1O returned PAFAH1B2 inh 2.1, PREPL inh 5.5, LYPLA1 counter 3.5, PAFAH1B3 FP inh 11.9, PAFAH2 inh 10.4, GSTO1 inh 1.0, PAD4 inh -6.4, LYPLA2 counter -4.6 and pPAFAH FP inh -0.6.
Screening CCOC(=O)C1=C(C)OC(N)=C(C#N)C1c1cc(C)sc1C (centres undefined) returned PAFAH1B2 inh -0.3, PREPL inh -3.2, LYPLA1 counter -4.6, PAFAH1B3 FP inh 1.9, PAFAH2 inh 1.4, GSTO1 inh 1.5, PAD4 inh -2.5, LYPLA2 counter 1.8 and pPAFAH FP inh 1.5.
For Cc1ccccc1Nc1nc(N)nc(CSc2nnc3sc4ccccc4n23)n1 the results were PAFAH1B2 inh 2.9, PREPL inh -3.9, LYPLA1 counter 1.6, PAFAH1B3 FP inh 3.6, PAFAH2 inh -7.1, GSTO1 inh -3.7, PAD4 inh -3.5, LYPLA2 counter 1.3 and pPAFAH FP inh -0.8.
Cc1cc(C(=O)CN2CCN(CC(=O)Nc3cccc(F)c3)CC2)c(C)n1C1CC1 was read as PAFAH1B2 inh 0.5, PREPL inh 13.4, LYPLA1 counter 1.8, PAFAH1B3 FP inh 8.8, PAFAH2 inh 1.1, PAD4 inh 0.8, LYPLA2 counter -3.2 and pPAFAH FP inh 1.8.
`Cc1cccc(OCCOC(=O)Nc2ccccc2)c1` gave PAFAH1B2 inh -1.5, PREPL inh -3.7, LYPLA1 counter 5.7, PAFAH1B3 FP inh 6.1, PAFAH2 inh 1.3, GSTO1 inh -1.1, PAD4 inh 2.4, LYPLA2 counter 6.9 and pPAFAH FP inh 4.7.
`CCC1Sc2ccc(S(=O)(=O)CCC(=O)Nc3c(Cl)cc(OC)cc3OC)cc2NC1=O` (centres undefined) gave PAFAH1B2 inh -1.7, PREPL inh 4.5, LYPLA1 counter -1.5, PAFAH1B3 FP inh 7.4, PAFAH2 inh 8.0, GSTO1 inh 1.0, PAD4 inh 0.2, LYPLA2 counter 7.5 and pPAFAH FP inh 5.0.
For Cc1cccc(Nc2nc3c(S(=O)(=O)c4ccccc4)nnn3c3ccccc23)c1C the results were PAFAH1B2 inh -2.6, PREPL inh -0.2, LYPLA1 counter -0.6, PAFAH1B3 FP inh -15.2, PAFAH2 inh -12.1, GSTO1 inh 0.8, PAD4 inh -0.1, LYPLA2 counter -1.4 and pPAFAH FP inh 1.1.
For COC(=O)C1C(=O)NCC1c1ccc(C)cc1 (centres undefined) the results were PAFAH1B2 inh 5.3, PREPL inh -3.3, LYPLA1 counter -1.9, PAFAH1B3 FP inh 12.3, PAFAH2 inh -55.1, GSTO1 inh -2.0, PAD4 inh -3.1, LYPLA2 counter 3.3 and pPAFAH FP inh -1.2.
For CCOC(=O)C1=C(O)/C(=C/c2cc(C)n(-c3ccccc3)c2C)N=C1C the results were PAFAH1B2 inh 1.2, PREPL inh 10.5, LYPLA1 counter -0.4, PAFAH1B3 FP inh 10.1, PAFAH2 inh 4.9, GSTO1 inh 11.1, PAD4 inh -1.8, LYPLA2 counter 4.1 and pPAFAH FP inh 15.4.
Screening O=C(Nc1cccc(S(=O)(=O)Nc2ccc(Cl)cc2)c1)c1cc2c(s1)CCCC2 returned PAFAH1B2 inh -39.7, PREPL inh -20.0, LYPLA1 counter -52.1, PAFAH1B3 FP inh -83.9, PAFAH2 inh -88.6, GSTO1 inh -34.2, PAD4 inh -1.2, LYPLA2 counter -75.6 and pPAFAH FP inh -28.1.
CCOC(=O)Cn1c(COc2ccccc2OC)[n+](C)c2ccccc21 was read as PREPL inh -7.0, LYPLA1 counter 0.7, GSTO1 inh 4.6, PAD4 inh -2.2, LYPLA2 counter -4.5 and pPAFAH FP inh -7.0.
Screening Cc1nc(CCNC(=O)c2cc(COc3ccc(F)cc3Cl)on2)sc1C returned PAFAH1B2 inh 3.5, PREPL inh -2.1, LYPLA1 counter -4.0, PAFAH1B3 FP inh -1.3, PAFAH2 inh 5.2, GSTO1 inh -2.1, PAD4 inh 1.7, LYPLA2 counter 1.4 and pPAFAH FP inh 9.4.
CC1CCCCN1C(=O)Cn1c(=O)n(C2CCCCC2)c(=O)c2ccccc21 (centres undefined) was read as PAFAH1B2 inh -1.0, PREPL inh -8.0, LYPLA1 counter 0.6, PAFAH1B3 FP inh 3.4, PAFAH2 inh -2.8, GSTO1 inh -1.9, PAD4 inh 1.5, LYPLA2 counter 5.1 and pPAFAH FP inh 0.0.

The list is partial; the hit share may differ from the screen's.
